UTI89 phage lysis: inhibition of K1F phage lysis, E. coli UTI89, bacterial capsule biogenesis inhibitors, alamar blue (AID 488966); actives 0.02% (n = 340,000); E. coli UTI89 K1F phage lysis, alamar blue, 2 h; higher % means a stronger effect; one-dose inhibition, % at 100 µM; IC50 in µM for titrated hits;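 active = phage lysis inhibition, versus mean bacterial control, above a set limit; inconclusive = no clear call, values can overlap the other calls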;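 also: capsule biogenesis inhibitors block K1F phage lysis so surviving cells raise fluorescence; higher fluorescence means more inhibition of phage lysis; actives were called in the ten point dose series up to 300 µM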
NS5 inhibitors: flavivirus cap methylation enzyme inhibition – biochemical, confirmation dose response, primary screen (AID 588689); Dengue-2 NS5 methyltransferase capping enzyme assay, biochemical; higher % means a stronger effect; inhibition, % at 25 µM, or IC50 in µM where a hit was titrated; actives 0.3% (n = 340,000); in the data active = a potency from the dose series; inconclusive = inhibition above about 29% without an active follow-up result
West Nile antiviral: West Nile virus antiviral activity, cell-based, CPE readout (AID 1621); West Nile virus-infected cells, CPE inhibition; higher % means a stronger effect; CPE inhibition, % at 10 µM; hits with a dose series show IC50 in µM; actives 0.02% (n = 290,000); in the data active = a potency from the dose series; inconclusive = CPE inhibition mostly from about 3.7% at the one dose, without a potency; inactive = the rest, 99 in 100 with CPE inhibition below about 2.2%; also: strong numbers were not always called active
SV40 large T antigen: TAg ATPase/helicase activity blockers – biochemical (AID 1903); one-dose inhibition, % at 20 µM; IC50 in µM for titrated hits; SV40 large T antigen ATPase/helicase inhibition assay; higher % means a stronger effect; actives 0.39% (n = 310,000); in the data active = a potency from the dose series; inconclusive = inhibition mostly from about 32% at the one dose, without a potency; inactive = the rest, 99 in 100 with inhibition below about 32%; also: strong numbers were not always called active
MgcRacGAP inhibition: MgcRacGAP GTPase-activating activity inhibitors, confirmation, biochemical, ADP Hunter fluorescence; MgcRacGAP-stimulated Rac1 GTP hydrolysis, ADP Hunter fluorescence; higher % means a stronger effect; GST-tagged Rac1 F28L mutant substrate; inhibition, % at 30 µM, or IC50 in µM where a hit was titrated; actives 0.6% (n = 340,000); AID 624330;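 active = first-screen hits whose inhibition reached a set limit at any dose in the follow-up dose series; inconclusive = inhibition above the set first-screen limit but never retested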;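 also: fluorescence reports GDP produced by GAP-driven GTP hydrolysis; strong numbers were not always called active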
AID2073: disruptors of CaV2.2 binding to Mint1 – biochemical, HTRF (AID 2073). HTRF protein-protein interaction, Mint1-CaV2.2; higher % means a stronger effect. one-dose inhibition, % at 20 µM; IC50 in µM for titrated hits. actives 0.19% (n = 290,000); in the data active = inhibition mostly above about 51%, no sharp cut-off; inconclusive = no clear call, values can overlap the other calls; inactive = mostly below about 53%; also: some results filed as inactive read as strong as hits
NTR1 agonist: agonists of NTR1, primary screen, imaging, U2OS cells, beta-arrestin-GFP, high content (AID 493036); actives 0.17% (n = 330,000); P30989; NTR1-U2OS beta-arrestin-GFP spot imaging, agonist mode; activation, % at 20 µM;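 active = activation at or above 40% of the spot to cytoplasm intensity ratio, with at least 20 cells analyzed; inconclusive = wells under 20 cells, flagged as cytotoxic or low count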;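 also: 0% = DMSO without peptide and 100% = 100 nM NTR1 peptide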
Target sequence (P30989 whole entry, looked up): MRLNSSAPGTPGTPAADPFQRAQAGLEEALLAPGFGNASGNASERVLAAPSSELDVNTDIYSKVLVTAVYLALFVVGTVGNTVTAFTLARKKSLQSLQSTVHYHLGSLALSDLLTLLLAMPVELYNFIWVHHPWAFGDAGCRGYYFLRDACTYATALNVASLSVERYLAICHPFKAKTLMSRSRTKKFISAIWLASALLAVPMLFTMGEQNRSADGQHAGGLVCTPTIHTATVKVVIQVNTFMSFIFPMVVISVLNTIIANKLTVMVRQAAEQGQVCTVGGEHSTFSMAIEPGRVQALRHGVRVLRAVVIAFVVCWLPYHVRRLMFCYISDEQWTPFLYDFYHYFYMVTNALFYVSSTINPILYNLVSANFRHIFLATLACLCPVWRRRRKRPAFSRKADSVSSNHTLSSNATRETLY
RSV CPE inhibition: inhibition of RSV-induced cytopathic effect – HEp-2 cells, primary 10 µM value included (AID 2391); HEp-2 cells, RSV-induced CPE inhibition; higher % means a stronger effect; actives 0.13% (n = 310,000); CPE inhibition, % at 10 µM; hits with a dose series show IC50 in µM; in the data active = a potency from the dose series; inconclusive = CPE inhibition mostly from about 23% at the one dose, without a potency; inactive = the rest, 99 in 100 with CPE inhibition below about 21%; also: strong numbers were not always called active
Siah-1 displacement: Siah-1 peptide-binding antagonists, primary screen, biochemical, fluorescence polarization, rhodamine-plectin, uHTS (AID 1817) | one-dose displacement, % at 20 µM; IC50 in µM for titrated hits | Siah-1 / rhodamine-plectin peptide fluorescence polarization; higher % means a stronger effect | actives 0.02% (n = 290,000);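 active = displacement of at least 50% at 20 µM, with a fluorescence ratio check between 0.3 and a set limit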;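 also: plate controls were Siah plus tracer with DMSO for no effect and tracer alone without Siah for full effect; strong numbers were not always called active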
NTR1 agonist cell count 20 µM: second read-out of NTR1 agonist, no call of its own (marks repeat the call); cell count; measured here: cell count, cytotoxicity flag
NS5 inhibitors pilot replicate: further read-out of NS5 inhibitors, marked with its call; inhibition, %; measured here: pilot screen replicate inhibition
An asterisk follows results filed as active; ? = inconclusive; nt = no result given; [ ] = dose if it differs, or a comment. Rows were taken by chance, and some 1.6% of all compounds hit somewhere here.

SMILES	UTI89 phage lysis	NS5 inhibitors	West Nile antiviral	SV40 large T antigen	MgcRacGAP inhibition	AID2073	NTR1 agonist	NTR1 agonist cell count 20 µM	RSV CPE inhibition	Siah-1 displacement	others
CC1CCC(C(C)C)C(OC(=O)C[n+]2cccc(C(N)=O)c2)C1 (stereo unspecified)	4.0%	-7%	0.7%	9%	-20%	0%	-2.4	14	0.7%	2%
CC(=O)N1[C@H](C)C=C[C@]1(Cc1ccccc1)C(=O)NCCc1c[nH]c2ccccc12	-1.0%	-5%	-0.3%	16%	-1%	7%	-1.4	64	5.0%	-7%
O=C(Nc1cccc(Cl)c1)N1CCN2C(=O)c3ccccc3C12c1ccccc1 (stereo unspecified)	0.8%	-6%	-0.3%	0%	3%	1%	3.5	52	?	4%
CC(C)[C@H]1COCCS(=O)(=O)N1Cc1ccccc1-c1ccc(F)cc1	0.1%	0%	nt	nt	8%	nt	6.2	49	nt	nt	NS5 inhibitors pilot replicate=4.8
COC(=O)c1cc(S(=O)(=O)NCC2CCN(Cc3ccc(Cl)cc3)CC2)cn1C	0.5%	6%	-0.3%	4%	-6%	2%	0.4	52	-1.3%	-2%
CSc1ccccc1NC(=O)c1ccoc1C	0.0%	-11%	0.2%	0%	7%	-8%	-4.5	152	0.8%	-2%
O=C(c1cc(N2C(=O)C3C4CCC(C4)C3C2=O)ccc1Cl)N1CCN(c2ccc(F)cc2)CC1 (stereo unspecified)	0.8%[50 µM]	-1%	-0.3%	3%	11%	3%	2.9	47	5.0%	0%
O=C(Cc1c[nH]c2ccccc12)NCc1ccc(Cl)cc1Cl	-0.1%	0%	-0.7%	11%	3%	0%	2.0	94	1.7%	5%
COc1ccc2c(ccc[n+]2CC(=O)c2ccc(C)cc2)c1	5.0%	nt	-0.3%	7%	-40%	14%	-1.5	44	0.0%	-6%
COc1ccccc1C(=O)C1CCCN(Cc2ccc3c(c2)OCCO3)C1 (stereo unspecified)	0.2%	-2%	-0.2%	10%	9%	-10%	-0.1	34	-0.6%	7%
O=C(CNC(=O)c1ccco1)OCN1C(=O)c2ccccc2C1=O	0.9%	-4%	0.1%	20%	12%	-6%	2.1	36	5.6%	-2%
COC(=O)CNc1nc(C2CC2)nc2c1nnn2Cc1ccccc1Cl	-0.8%	-6%	0.2%	11%	6%	4%	1.8	77	1.2%	0%
Cc1ccccc1N1CCN(C2CCCN(C(=O)c3noc4c3CCCC4)C2)CC1 (stereo unspecified)	-0.2%	0%	0.0%	-2%	9%	2%	-0.7	68	5.5%	-1%
CCOC(=O)Cc1nc2nc(C)cc(C)n2n1	-1.6%	-16%	-0.1%	13%	0%	3%	-0.3	47	1.4%	-4%
COc1ccc(-n2c(C)nnc2SCC(=O)Nc2ccccc2F)cc1	0.2%	-2%	0.1%	7%	4%	-11%	0.2	53	2.3%	1%
CN(C(=O)CSc1nc(N)c2c3c(sc2n1)CSC(C)(C)C3)c1ccccc1	-5.3%	-6%	nt	5%	7%	26%	14	44	18%	10%
Clc1ccccc1OCc1nc(-c2ccncc2)no1	0.9%	-11%	0.1%	1%	7%	-2%	-0.5	63	0.4%	-4%
COc1cccc(NC(=O)Cc2c(O)c3ccccc3[nH]c2=O)c1	1.2%	6%	0.3%	-15%	15%	5%	1.2	33	2.6%	4%
O=c1[nH]c(CSc2ccccn2)nc2ccccc12	0.1%	-3%	nt	13%	2%	-2%	-0.2	66	1.2%	-2%
Cc1cc(C)nc(SCc2nnc(SCC(=O)NCc3ccco3)n2-c2ccccc2)n1	0.2%	-3%	-0.2%	5%	8%	4%	-0.4	84	1.7%	5%
Cc1nc(N2CCC(C)CC2)c2c(C)c(C(=O)O)sc2n1	-0.4%	-5%	0.7%	nt	3%	24%	-1.9	85	0.7%	-3%
CC(C)C[C@H](NC(=O)OC(C)(C)C)C(=O)N1CCC(C(=O)O)CC1	3.9%	-3%	1.6%	0%	2%	1%	-0.4	58	2.2%	2%
CC(C)c1cc(C(=O)N/N=C/c2ccoc2)c(O)c(C(C)C)c1	0.2%[50 µM]	-5%	-0.1%	5%	6%	18%	3.3	55	-0.1%	-3%
C/C(=N\Nc1ccc([N+](=O)[O-])cc1[N+](=O)[O-])c1cccnc1	0.0%	-7%	-1.7%	10%	10%	-1%	3.2	55	3.6%	-6%
COc1cccc2cc(C(=O)NCCc3ccccc3)oc12	0.1%	8%	-0.5%	15%	5%	1%	2.1	57	4.0%	0%
More records follow:
SMILES	UTI89 phage lysis	NS5 inhibitors	West Nile antiviral	SV40 large T antigen	MgcRacGAP inhibition	AID2073	NTR1 agonist	NTR1 agonist cell count 20 µM	RSV CPE inhibition	Siah-1 displacement	others
CC(C)(C)C(=O)C(Cc1ccccc1Cl)n1cncn1 (stereo unspecified)	4.4%	-7%	0.6%	-4%	10%	-7%	1.6	64	0.9%	-2%
COC(=O)c1ccc(-n2c(C)cc(/C=N/Nc3nc(C)cc(=O)[nH]3)c2C)cc1	-0.2%	-3%	0.2%	17%	1%	24%	1.8	61	1.0%	-7%
COc1cc2c(cc1NC(=O)Nc1cccc(C)c1)oc1ccccc12	0.7%	-3%	-0.1%	1%	9%	9%	7.2	67	2.1%	2%
Cc1ccc(NC(=S)N2CCC(c3ccc(C)cc3)C2)cc1 (stereo unspecified)	0.2%	-4%	-0.7%	15%	9%	-24%	0.2	49	3.4%	2%
COCC(=O)N(C)C[C@H]1N[C@@](Cc2ccccc2)(C(=O)OC)[C@H]2C(=O)N(C)C(=O)[C@@H]12	0.0%	-3%	nt	nt	6%	nt	-1.1	63	nt	nt	NS5 inhibitors pilot replicate=-2.4
CCOc1cccc(C2/C(=C(/O)c3ccc4c(c3)CC(C)O4)C(=O)C(=O)N2CCN2CCOCC2)c1 (stereo unspecified)	-0.3%	-12%	-0.3%	-2%	0%	-4%	1.2	66	1.1%	10%
COc1ccc(CNC(=O)CCc2nnc3ccc(NCCCN4CCCC4=O)nn23)cc1	1.5%	0%	-0.6%	1%	10%	-3%	0.0	67	0.4%	-4%
O=C(c1cc2ccccc2o1)N1CCOCC1	0.4%[50 µM]	-6%	nt	5%	6%	nt	-0.1	54	2.6%	nt
Cc1nc(NC(=S)NC(=O)c2cccs2)sc1C(=O)N(C)C	0.4%	-11%	-0.3%	6%	6%	-15%	-1.2	59	0.1%	-5%
CC(=O)Nc1ccc(NC(=O)COc2ccc([N+](=O)[O-])cc2)cc1	0.5%	-3%	0.4%	0%	-3%	-1%	0.1	83	-0.8%	0%
O=C(Nc1ccccc1)Nc1nnc(Cc2ccc(F)cc2)s1	0.4%	nt	-1.6%	5%	14%	13%	6.7	78	4.9%	-1%
CN1CCN(C(=O)c2cnn3c(C(F)(F)F)cc(-c4ccc5c(c4)OCO5)nc23)CC1	2.2%	1%	-0.8%	-4%	10%	3%	-0.5	80	-0.5%	-5%	NS5 inhibitors pilot replicate=-3.0
Cc1ccc(OCC(=O)OCC(=O)Nc2sccc2C(N)=O)cc1C	11%	4%	-0.4%	-2%	9%	5%	1.6	70	1.8%	-6%
CSc1cccc(CN2CCC(CO)(Cc3cccc(C(F)(F)F)c3)CC2)c1	-0.1%	-1%	-1.5%	4%	8%	2%	4.5	64	12%	-3%
O=C(CN1C(=O)COCC1=O)N1CCOCC1	-0.1%	-1%	0.6%	9%	10%	-3%	1.6	87	1.0%	0%
COCCNC(=O)CN(C)S(=O)(=O)c1ccc(Br)cc1	1.1%[50 µM]	3%	-0.5%	12%	9%	9%	1.7	84	1.2%	22%
CCn1cc(C(=O)NC(=S)Nc2sc3c(c2C(=O)OC)CCCCCC3)cn1	0.2%	5%	-0.5%	20%	3%	0%	4.5	39	0.1%	7%
O=C(NCc1ccncc1)C(=O)Nc1nc(C23CC4CC(CC(C4)C2)C3)cs1	-0.9%[50 µM]	0%	nt	8%	-21%	13%	25	70	10%	-5%
CCOC(=O)CCc1c(C)c2ccc3c(c2oc1=O)CN(CCCO)CO3	0.0%	-3%	0.1%	-7%	19%	48%	-0.7	88	0.1%	-3%

Grouped by structure, the entries above with a furan ring, fused or not (7)
SMILES	UTI89 phage lysis	NS5 inhibitors	West Nile antiviral	SV40 large T antigen	MgcRacGAP inhibition	AID2073	NTR1 agonist	NTR1 agonist cell count 20 µM	RSV CPE inhibition	Siah-1 displacement	others
CSc1ccccc1NC(=O)c1ccoc1C	0.0%	-11%	0.2%	0%	7%	-8%	-4.5	152	0.8%	-2%
O=C(CNC(=O)c1ccco1)OCN1C(=O)c2ccccc2C1=O	0.9%	-4%	0.1%	20%	12%	-6%	2.1	36	5.6%	-2%
Cc1cc(C)nc(SCc2nnc(SCC(=O)NCc3ccco3)n2-c2ccccc2)n1	0.2%	-3%	-0.2%	5%	8%	4%	-0.4	84	1.7%	5%
CC(C)c1cc(C(=O)N/N=C/c2ccoc2)c(O)c(C(C)C)c1	0.2%[50 µM]	-5%	-0.1%	5%	6%	18%	3.3	55	-0.1%	-3%
COc1cccc2cc(C(=O)NCCc3ccccc3)oc12	0.1%	8%	-0.5%	15%	5%	1%	2.1	57	4.0%	0%
COc1cc2c(cc1NC(=O)Nc1cccc(C)c1)oc1ccccc12	0.7%	-3%	-0.1%	1%	9%	9%	7.2	67	2.1%	2%
O=C(c1cc2ccccc2o1)N1CCOCC1	0.4%[50 µM]	-6%	nt	5%	6%	nt	-0.1	54	2.6%	nt
